Compound activity from PubChem BioAssay.
GLP-1R inv ag – inverse agonists of human GLP-1 receptor; hit rate 1.6% among 410,000; P43220; HEK293 GLP-1R CRE-luciferase, luminescence, 24 h; GLP-1R form is constitutively active; Potency, µM (titrated, usually from 38.3 µM), without a hit: at the highest dose activity change, negative = inhibition, hits mostly inhibitors; AID 624417; also: potency is read from the fitted curve at half-maximal effect; % is scaled to controls: 0 for no effect and ±100 for the full control effect; nearly all actives have a fitted effect of over 55% in size
Target sequence (P43220 whole entry, looked up): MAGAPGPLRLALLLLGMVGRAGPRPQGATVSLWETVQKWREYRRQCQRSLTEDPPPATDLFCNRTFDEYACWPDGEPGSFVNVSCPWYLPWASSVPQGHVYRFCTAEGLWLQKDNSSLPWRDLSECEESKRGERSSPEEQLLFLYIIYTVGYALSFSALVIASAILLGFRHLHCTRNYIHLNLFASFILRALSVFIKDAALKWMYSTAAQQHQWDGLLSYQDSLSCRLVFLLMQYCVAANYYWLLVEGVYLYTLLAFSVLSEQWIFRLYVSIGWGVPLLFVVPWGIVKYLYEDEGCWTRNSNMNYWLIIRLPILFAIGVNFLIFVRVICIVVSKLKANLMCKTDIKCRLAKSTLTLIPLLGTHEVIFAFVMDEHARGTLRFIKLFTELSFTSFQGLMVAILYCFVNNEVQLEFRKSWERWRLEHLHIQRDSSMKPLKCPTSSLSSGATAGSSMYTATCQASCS
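Inverse agonism was detected as reduced cAMP-driven luciferase luminescence after 24 h compound treatment. The cells were HEK293 clones expressing constitutively active human GLP-1R with the reporter. Reporter-only and GPR119 cell lines served as counterscreen controls.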
PTHR1 agonist – activates the human parathyroid hormone receptor PTHR1 | Q03431 | HEK293 GP2 PTHR1 cells, GloSensor cAMP luminescence, 1 h | Potency, µM (titrated, usually from 115 µM), without a hit: top-dose activation, most hits filed as activators | hit rate 0.075% among 410,000 | AID 743266; also: potency is read from the fitted curve at half-maximal effect; nearly all actives have a fitted effect of over 55% in size; some results filed as inactive show a strong effect at the top dose; inactives centre near -15; many of its hits are not listed in these tables
Target sequence (Q03431 whole entry, looked up): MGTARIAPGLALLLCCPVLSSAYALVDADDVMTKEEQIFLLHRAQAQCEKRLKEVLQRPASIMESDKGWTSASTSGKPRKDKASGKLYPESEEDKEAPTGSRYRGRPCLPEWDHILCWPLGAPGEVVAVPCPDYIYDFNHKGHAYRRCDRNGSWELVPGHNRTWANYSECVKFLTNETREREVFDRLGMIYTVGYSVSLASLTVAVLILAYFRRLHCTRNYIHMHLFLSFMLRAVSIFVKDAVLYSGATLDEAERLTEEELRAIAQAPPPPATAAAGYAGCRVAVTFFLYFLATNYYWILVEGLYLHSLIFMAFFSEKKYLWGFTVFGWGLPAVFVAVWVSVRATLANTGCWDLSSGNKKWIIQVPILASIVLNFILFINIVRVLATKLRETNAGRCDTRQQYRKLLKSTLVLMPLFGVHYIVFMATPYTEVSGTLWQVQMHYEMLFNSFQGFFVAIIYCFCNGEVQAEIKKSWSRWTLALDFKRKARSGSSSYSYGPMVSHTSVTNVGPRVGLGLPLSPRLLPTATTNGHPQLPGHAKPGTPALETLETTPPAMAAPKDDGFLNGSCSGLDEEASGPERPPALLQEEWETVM
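HEK-293-derived GP2 cells expressing PTHR1 and a GloSensor cAMP reporter, 3,000/well, plated overnight, given luciferin plus IBMX (each 0.5 mM as added) for 1 h at 37 °C, then compound for 1 h at 37 °C. Luminescence was read after 15 min at room temperature.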
TDP43 rescue – rescues yeast growth from TDP-43 toxicity; hit rate 1.8% among 410,000; Potency, µM (series often up to 46.1 µM), without a hit: at the highest dose growth rescue (activation), usual class: activators; TDP-43 expressing yeast growth rescue, BacTiter-Glo, 24 h; also: potency is read from the fitted curve at half-maximal effect; % of control where 0% means no effect; nearly all actives have a fitted effect of over 50% in size
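Cell-based yeast growth screen: TDP-43 expression induced in galactose, inoculum OD600=0.02 after raffinose pregrowth to mid-log. Read-out BacTiter-Glo luminescence at 24 hr, 30 deg C; inhibition of toxicity seen as signal increase.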
HEK293 tox – cytotoxicity in counter-screen for GLP-1R inverse agonists | HEK293 cAMP-luciferase reporter cells, luminescence, 24 h | Potency, µM (titrated, usually from 38.3 µM), for inactives: at the top dose activity change, negative = inhibition, actives largely listed as inhibitors | hit rate 0.13% among 410,000;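 also: loss of luciferase light is scored as toxicity; potency is read from the fitted curve at half-maximal effect; % is scaled to controls: 0 for no effect and ±100 for the full control effect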
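Here, cytotoxicity is scored as loss of luminescence. The MLSMR collection was tested on cells seeded in medium containing 10% Nu serum, with a 24 hr compound exposure preceded by 12 hours of culture.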
Akt phos inh – inhibitors of Akt phosphorylation | hit rate 0.32% among 360,000 | activity change, % for hits at 50 µM | Neuro2A IGF-stimulated pAkt S473 HTRF, 20 min; stronger effect = lower value | AID 651550; in the data active = activity change below about -80%; inconclusive = mostly about -51% to -80%; also: % is scaled to controls: 0 for no effect and ±100 for the full control effect
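Neuro2A cells in DMEM with 0.5% FBS, overnight at 37 deg C, given compound at single 50 µM final, then IGF (6 nM final) for 20 min at 37 deg C. Lysed; phospho-Akt Ser473 by HTRF after 24 h, 665/615 ratio.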
Abeta rescue – compounds reversing amyloid beta toxicity in yeast; yeast expressing A-beta42, growth rescue, OD600, 48 h; response scale: 0% DMSO, 100% iron-clioquinol control; Potency, µM (top dose mostly 46.1 µM), without a hit: at the top dose growth rescue, usual class: activators; hit rate 0.063% among 410,000; AID 1347071; also: potency is read from the fitted curve at half-maximal effect; nearly all actives have a fitted effect of over 55% in size
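Growth rescue measured by 600 nm absorbance after 48 h yeast culture at 30 C with compound. Values normalized between DMSO and an equimolar ferric chloride plus clioquinol control.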
aSyn yeast inh – rescues yeast growth from alpha-synuclein toxicity; Yeast expressing alpha-synuclein, growth rescue, BacTiter-Glo, 24 h; AID 652106; Potency, µM (top dose mostly 46.1 µM), for the others: top-dose growth rescue (activation), hits mostly activators; hit rate 0.14% among 370,000; also: potency is read from the fitted curve at half-maximal effect; % of control where 0% means no effect; nearly all actives have a fitted effect of over 65% in size
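Rescue of yeast growth: cells expressing toxic alpha-synuclein, induced in galactose at OD600 0.02, incubated with compound 24 h at 30 C. ATP luminescence quantified growth; inhibitors of toxicity appear as activators.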
FUS yeast rescue – suppressors of FUS proteinopathy in yeast | S. cerevisiae FUS-expressing, growth rescue, OD600, 24 h | hit rate 0.24% among 390,000 | Potency, µM (series often up to 76.6 µM), without a hit: at the highest dose growth rescue (activation), actives largely listed as activators;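 also: potency is read from the fitted curve at half-maximal effect; plate controls were DMSO vehicle for no effect and reference control for full effect; nearly all actives have a fitted effect of over 55% in size; some results filed as inactive show a strong effect at the top dose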
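Steps: raffinose overnight preculture; dilution to OD 0.005 in 2% galactose minimal medium; compound addition (concentration series); 24hr at 30C, 99% humidity; absorbance read at 600 nm.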
MmCpn inh – blocks the Methanococcus maripaludis chaperonin Mm-Cpn; purified Mm-Cpn ATPase, ADP Transcreener TR-FRET; Potency, µM (highest dose often 76.9 µM), inactives show top-dose activity, negative = inhibition, usual class: inhibitors; hit rate 0.031% among 330,000; also: potency is read from the fitted curve at half-maximal effect; % is scaled to controls: 0 for no effect and ±100 for the full control effect; nearly all actives have a fitted effect of over 80% in size
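Measured: ADP formation by purified Mm-CPN. Conditions: 25 nM protein, 10 uM ATP, Tris pH 7.4 with Mg2+, K+ and DTT, 37°C for 30 min. Detection: Transcreener HTRF after 30 min at room temperature.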
An asterisk follows results filed as active; i = inactive; ? = inconclusive; nt = not tested or not shown; & = joins results of further samples; [ ] = remark or other dose. Unless noted, calls follow the shape of the dose curve; as a rule, active = well fitted curve in the direction sought with a large enough effect; inconclusive = small, poorly fitted or top-dose-only effect, or another doubt; inactive = no such curve, though single readings can be large; an effect the other way counts as inactive or inconclusive. Some of the compounds tested (hit frequency here may not be typical).

[1] O=C(NCCCN1CCOCC1)c1cccc(S(=O)(=O)Nc2ccc(F)cc2)c1
[2] C/C(=N/NC(=O)c1sc(NS(=O)(=O)c2ccccc2)nc1C)c1sc(N)nc1C
[3] COc1ccc(C2c3c(-c4cc(Cl)c(C)cc4O)n[nH]c3C(=O)N2Cc2cccnc2)cc1OC (stereo unspecified)
[4] COc1ccccc1NC(=O)CSc1ccc2nnc(-c3ccncc3)n2n1
[5] OC(c1ccc(Cl)c(Cl)c1)c1ncc(-c2ccc(C(F)(F)F)cc2)[nH]1 (stereo unspecified)
[6] Cc1cc(-c2ccc(S(=O)(=O)Nc3ccc(Cl)cc3)cc2)on1
[7] COc1ccc(CCNC(=O)CCCCCn2c(SCC(N)=O)nc3cc4c(cc3c2=O)OCO4)cc1OC
[8] CCOc1ccc(CC(=O)Nc2nnc3n2CCS3)cc1

Compound,1,2,3,4,5,6,7,8
GLP-1R inv ag,4%,22%,101%[activator],75%[activator],?,?,3%&15%,-1%
PTHR1 agonist,i,i,-24%,-19%,-20%,i,17%,-13%
TDP43 rescue,-4%,-7%,22%,20%,-90%[inhibitor],13%,2%&-13%,5%
HEK293 tox,19%,-3%,-15%,-1%,-1%,-7%,-10%&-4%,-8%
Akt phos inh,i,i,i,i,i,nt,i,nt
Abeta rescue,-1%,-4%,22%,10%,-27%,-69%[inhibitor],-1%&-10%,-16%
aSyn yeast inh,-13%[1.84 µM],2%,-2%,1%,-63%[inhibitor],nt,-3%,-7%
FUS yeast rescue,13%,18%,nt,-20%,14%,1%,-4%&0%,31%
MmCpn inh,-12%,-3%,1%,-8%,nt,nt,0%,nt

[9] O=C(OC(c1ccccc1)c1nccc2ccccc12)c1ccccc1 (stereo unspecified)
[10] O=S(=O)([O-])C/C(=C\c1ccc(Cl)cc1)c1cc[n+](CCO)cc1
[11] C[C@@H]1CCCCO[C@@H](CN(C)C(=O)CCC(F)(F)F)[C@@H](C)CN([C@H](C)CO)C(=O)c2cc(N(C)C)ccc2O1
[12] CCOc1cc(CNC(=O)NC2COc3ccc(OC)cc3C2)cc(OCC)c1OCC (stereo unspecified)
[13] Cc1cccc(-n2c(N)cc(=O)nc2SCC(=O)Nc2nnc(C)s2)c1
[14] Cc1cccc(NC(=S)NC2CC3CCCC(C2)N3Cc2cccs2)c1C (stereo unspecified)
[15] COc1cccc(NC(=O)CSCc2cc(=O)n3nc(C4CC4)sc3n2)c1
[16] O=C(CC1CC2CCC1C2)N1CCN(S(=O)(=O)c2ccccc2[N+](=O)[O-])CC1 (stereo unspecified)

Compound,9,10,11,12,13,14,15,16
GLP-1R inv ag,?,10%,16%,-7%,7%,?,5%,-29%
PTHR1 agonist,i,-2%,-8%,i,i,15%[57.5 µM],i,i
TDP43 rescue,1%,-15%,17%,3%,2%,-2%,-3%,-7%
HEK293 tox,14%,-2%,-5%,4%,1%,?,1%,-7%
Akt phos inh,i,i,i,nt,i,i,i,i
Abeta rescue,-1%,?,-6%,-17%,2%,12%,15%,6%
aSyn yeast inh,-7%,0%,-1%,nt,3%,-1%,0%,23%
FUS yeast rescue,1%,18%,17%,-1%,15%,2%,-7%,18%
MmCpn inh,nt,1%,nt,nt,1%,1%,3%,2%

[17] CC(C)(O)C(=O)N=Nc1c(O)[nH]c2ccccc12
[18] Cc1cc(NC(=O)Nc2cc(F)ccc2F)no1
[19] CCCCN1C(=O)C(=O)N(CC(=O)Nc2ccccc2C(C)=O)C1=O
[20] Cc1ccc(C(c2nnnn2CCc2ccccc2)N2CCC(C)CC2)cc1 (stereo unspecified)
[21] CC1CCCCC1NC(=O)C1CCN(S(=O)(=O)c2cccc3nonc23)CC1 (stereo unspecified)
[22] CCOc1ccc(-c2nnn(CCC#N)n2)cc1OC
[23] CCN(C(=O)c1cc(OC)c(OC)c(OC)c1)C1CCCCC1
[24] Nc1nncn1C(=O)c1cccs1

Compound,17,18,19,20,21,22,23,24
GLP-1R inv ag,-2%,-4%,0%,?,9%,18%,32%[activator],1%
PTHR1 agonist,-17%,-38%[inhibitor],-12%,i,-8%,-8%,-11%,i
TDP43 rescue,5%,-1%,13%,-5%,-4%,-6%,28%,-6%
HEK293 tox,-2%,3%,-6%,3%,-3%,17%,0%,4%
Akt phos inh,i,i,i,i,i,i,i,i
Abeta rescue,-3%,14%,5%,11%,7%,-15%,-10%,-7%
aSyn yeast inh,-1%,-5%,0%,1%,3%,-2%,-6%,1%
FUS yeast rescue,-10%,20%,nt,26%,-14%,-8%,5%,14%
MmCpn inh,-6%,1%,?,0%,-10%,1%,nt,1%

[25] COc1ccccc1OCCC(=O)OCC(=O)Nc1ccc(Br)cc1
[26] CC1=NN(C(N)=S)C(=O)C1N=Nc1c(Br)cc(Br)cc1Br (stereo unspecified)
[27] COc1cc(/C=N/NC(=O)c2nc(-c3ccccc3)n(-c3ccccc3)n2)ccc1O
[28] Cc1ccc(NC(=O)CSc2nc(N)cc(=O)[nH]2)cc1S(=O)(=O)N1CCCCC1
[29] CCOC(=O)c1c(C)nc2c(c1-c1cc(OC)ccc1OC)C(=O)c1ccccc1-2
[30] CCc1ccc(CNC(=O)C2CCCN(c3nc4ccccc4o3)C2)cc1 (stereo unspecified)
[31] Cc1ccc(O)c(NC(=O)COc2cc(C)ccc2C)c1
[32] COC1=NC(=C(c2ccccc2)c2ccccc2)OC1=O

Compound,25,26,27,28,29,30,31,32
GLP-1R inv ag,0%,4%,-15%,4%,23%,?,0%,-19%
PTHR1 agonist,i,-36%[inhibitor],i,i,i,i,i,-4%
TDP43 rescue,-3%,nt,0%,-29%,10%,3%,6%,-22%
HEK293 tox,0%,-16%,-11%,-4%,-12%,?,-11%,-1%
Akt phos inh,i,i,i,i,nt,nt,i,i
Abeta rescue,-11%,-4%,-25%,-12%,18%,-10%,6%,7%
aSyn yeast inh,-2%,-35%[inhibitor],7%,-5%,nt,-1%,-9%,-25%
FUS yeast rescue,10%,21%,nt,?,-11%,23%,12%,-32%
MmCpn inh,0%,2%,-2%,-6%,5%,-1%,-17%,nt

[33] COc1cc(C(=O)Nc2nc3ccc(C)cc3s2)ccc1OCc1c(C)noc1C
[34] COc1ccc(C2=NN(C(=O)c3cccs3)C(c3ccc(OC)cc3)C2)cc1 (stereo unspecified)
[35] Cc1ccc(C(C(=O)NC2CCCC2)N(C(=O)CNC(=O)c2ccco2)c2ccccc2)o1 (stereo unspecified)
[36] Cc1ccccc1Nc1nc(-c2cccnc2)nc2ccccc12
[37] CCOC(=O)c1cnc(SC)nc1Oc1cccc(NS(=O)(=O)c2ccc(C)cc2)c1
[38] O=S(=O)(Nc1nc2n(n1)C(c1ccc(F)cc1)C=C(c1ccccc1)N2)c1ccc(Cl)cc1 (stereo unspecified)
[39] CCOC(=O)C1=C(N)Oc2c(oc(CO)cc2=O)C1c1ccc(F)c(F)c1 (stereo unspecified)
[40] COc1ccc(CN(C)CCc2ccccn2)cc1OC

Compound,33,34,35,36,37,38,39,40
GLP-1R inv ag,14%,?,3%,?,1%,-7%,-18%,2%
PTHR1 agonist,-28%,i,i,-5%,i,-29%,-3%,i
TDP43 rescue,-2%,9%,7%,?,9%,0%[9.22 µM],-16%,-1%
HEK293 tox,-15%,1%,6%,2%,0%,130%[activator],26%,-15%
Akt phos inh,i,i,i,i,i,nt,i,i
Abeta rescue,-3%,0%,-3%,3%,11%,-6%,9%,1%
aSyn yeast inh,-12%,15%,0%,-4%,0%,nt,-4%,-10%
FUS yeast rescue,31%,nt,6%,-3%,-20%,-12%,4%,11%
MmCpn inh,1%,-11%,-1%,0%,-1%,nt,4%,-2%

Three structures out of the list, ordered by formula weight, low to high:
[40] COc1ccc(CN(C)CCc2ccccn2)cc1OC
[36] Cc1ccccc1Nc1nc(-c2cccnc2)nc2ccccc12
[34] COc1ccc(C2=NN(C(=O)c3cccs3)C(c3ccc(OC)cc3)C2)cc1 (stereo unspecified)

Compound,40,36,34
GLP-1R inv ag,2%,?,?
PTHR1 agonist,i,-5%,i
TDP43 rescue,-1%,?,9%
HEK293 tox,-15%,2%,1%
Akt phos inh,i,i,i
Abeta rescue,1%,3%,0%
aSyn yeast inh,-10%,-4%,15%
FUS yeast rescue,11%,-3%,nt
MmCpn inh,-2%,0%,-11%

Later entries:
[41] Cc1cc(=O)oc2c(C)c(OCC(=O)N3CCC(C(=O)O)CC3)ccc12
[42] O=C(O)C1CC(c2ccccc2)=Nc2ccccc2S1 (stereo unspecified)
[43] O=C(O)CCCn1c(=O)c2cccn2c2ccc(F)cc21
[44] Cc1ccc(N2C(=O)c3ccc(C(=O)O)cc3C2=O)c(C)c1
[45] CCN1C(=NCCc2cccnc2)N[C@@H](c2ccccc2)C(C(=O)OC)=C1C
[46] CC(C)(C)NC(=S)Nc1ccc(Br)cc1

Compound,41,42,43,44,45,46
GLP-1R inv ag,1%,?,14%,25%,7%,0%
PTHR1 agonist,-8%,-23%,-18%,-23%,i,-14%
TDP43 rescue,4%,12%,-2%,23%,-3%,16µM*
HEK293 tox,6%,-7%,2%,13%,2%,?
Akt phos inh,i,i,i,i,i,i
Abeta rescue,-14%,-16%,1%,15%,-1%,0%
aSyn yeast inh,0%,1%,9%,6%,-3%,-18%
FUS yeast rescue,-10%,?,-27%,nt,-16%,4%
MmCpn inh,2%,3%,0%,2%,5%&2%,1%
